DENV2 CPE = protects cells from dengue virus 2 cytopathic effect; DENV2-infected cells, cytopathic effect rescue, plate reader; CPE inhibition, % at 9.99 µM; 350,000 tested, 1.7% active; AID 651640; in the data active = CPE inhibition above about 20%, passing the limit was not always enough; inconclusive = no clear call, values can overlap the other calls; tested in BHK-21 cells;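 also: 0% = median of neutral control wells and 100% = median of positive control wells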
RAD54 inh = RAD54 (human) branch migration inhibition; 360,000 tested, 0.14% active; inhibition, % at 10.4 µM; RAD54 Holliday junction branch migration, FAM/BHQ fluorescence; Q92698;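 active = mean normalized replicate activity at least 40 and at least half of replicates scoring 40 or more; inconclusive = only one of the two criteria met; inactive = mean below 40 and under half of replicates reaching 40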;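 also: 0% = median of neutral control wells and 100% = median of positive control wells; inhibitors cause a drop in the FAM fluorescence signal; in these data hits start at about 50%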
INS-1E GSIS act = GLuc luminescence reporter in INS-1E cells, primary screen for activators of glucose-dependent secretion of insulin; AID 743287; activation, % at 16.6 µM; INS-1E GLuc reporter insulin secretion, 2-3 h; 370,000 tested, 0.61% active;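 active = lowest replicate activation of at least 40%, so every replicate reaches that level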;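 also: 0% = median of neutral control wells and 100% = median of IBMX positive control wells; some compounds called inactive have numbers as strong as hits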
CASP6 VEID inh = inhibitors of human caspase-6; P55212; purified caspase-6, Z-VEID-R110 cleavage fluorescence; inhibition, % at 12.5 µM; 350,000 tested, 0.53% active;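 active = mean inhibition across replicates at least about 35%, with every replicate also reaching that limit, limit read from the data; inconclusive = only one of the two criteria met; inactive = neither criterion met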;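 also: 0% = median of neutral control wells and 100% = no fluorescence left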
Target sequence (P55212 24-179 limits assumed): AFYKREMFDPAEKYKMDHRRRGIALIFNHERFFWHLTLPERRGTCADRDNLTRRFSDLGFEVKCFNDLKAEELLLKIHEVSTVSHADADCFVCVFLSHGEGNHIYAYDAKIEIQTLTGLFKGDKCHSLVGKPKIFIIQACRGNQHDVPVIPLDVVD
Target sequence (P55212 194-293 limits assumed): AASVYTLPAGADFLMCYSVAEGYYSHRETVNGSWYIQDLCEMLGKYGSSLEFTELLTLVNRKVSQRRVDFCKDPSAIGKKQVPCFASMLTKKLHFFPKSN
Xi reactivation = X-chromosome reactivation activator; activation, % at 7.58 µM; AID 743238; 360,000 tested, 0.055% active; XiGFP mouse fibroblasts, % GFP-positive cells imaging, 3 d; cells co-treated with 5-aza-dC sensitizer; scaled so ellipticine positive control = 100%;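 active = mean normalized replicate activation at least 10% and every replicate at or above 10%; inconclusive = only one of the two criteria met; inactive = mean below 10% and not all replicates reach 10%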;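 also: 0% = median of on-plate neutral control wells and 100% = ellipticine 6 µM median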
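Material: XiGFP fibroblasts, SV40-immortalized. Buffer or medium: DMEM plus 5-aza-dC sensitizer. Compound: single concentration per compound, delivered by pin transfer. Times: 3 days compound exposure. Controls: ellipticine 6 µM.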
E-selectin induc = induces E-selectin expression in human endothelial cells. HUVEC E-selectin immunofluorescence imaging; normalized: neutral wells 0, TNF-alpha wells 100. activation, % at 7.58 µM. 260,000 tested, 0.37% active. AID 686992;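 active = mean E-selectin-positive cell signal at least 10% of the positive control, reached in at least 60% of replicates, without over 20% cell loss; inconclusive = no rule given, readout overlaps actives, possibly toxicity-flagged; inactive = the rest, including those meeting only one limit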;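 also: in these data hits start at about 27%; measured in HUVEC primary endothelial cells; signal is the percent of cells scored E-selectin positive by PE staining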
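Assay system: HUVEC primary endothelial cells. Input: 3,000 HUVEC seeded per well. Doses: one compound dose added by pin transfer. Read-out basis: % PE-positive cells. Benchmarks: TNF-alpha high, DMSO low. Detection: immunofluorescence imaging. Buffer or medium: EGM-2, gelatin.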
CFTR F508del cor = CFTR F508del correction in bronchial cells. AID 720511. 350,000 tested, 0.36% active. activity (quench increase), % at 7.58 µM. CFBE cells, YFP halide quenching; stimulated with forskolin plus potentiator P3; % fluorescence drop versus neutral controls;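 active = mean added fluorescence quench of at least 8% versus neutral control, with both replicates also reaching 8%; inconclusive = only one of the mean or replicate conditions met; inactive = mean below 8% and not both replicates reaching 8%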;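 also: cells transiently co-express mutant CFTR-F508del with the halide-sensitive YFP; corrector assay measuring rescue of mutant channel to the surface after 24 h compound exposure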
RAD52 anneal inh = inhibitors of human RAD52 DNA annealing; AID 651710; recombinant RAD52 DNA annealing, FRET fluorescence; 360,000 tested, 0.46% active; inhibition, % at 18.7 µM;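 active = every replicate showing at least 50% inhibition; inconclusive = mean inhibition at least 50% but not in every replicate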
Target sequence (P43351 whole entry, looked up): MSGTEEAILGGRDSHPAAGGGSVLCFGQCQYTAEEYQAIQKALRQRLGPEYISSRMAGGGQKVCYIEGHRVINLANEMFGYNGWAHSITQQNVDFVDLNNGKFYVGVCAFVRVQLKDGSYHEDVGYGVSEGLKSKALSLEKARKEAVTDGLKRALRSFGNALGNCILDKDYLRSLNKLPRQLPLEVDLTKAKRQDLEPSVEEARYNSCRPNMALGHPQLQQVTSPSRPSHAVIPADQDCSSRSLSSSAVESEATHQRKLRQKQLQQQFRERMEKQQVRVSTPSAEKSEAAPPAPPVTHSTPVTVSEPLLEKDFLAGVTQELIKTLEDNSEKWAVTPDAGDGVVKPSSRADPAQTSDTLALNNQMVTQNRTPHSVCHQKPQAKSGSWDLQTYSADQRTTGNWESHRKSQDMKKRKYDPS
Starred values were filed as active, the others as inactive; ? = inconclusive; · = no result given; & = joins results of further samples.

No.	smiles	DENV2 CPE	RAD54 inh	INS-1E GSIS act	CASP6 VEID inh	Xi reactivation	E-selectin induc	CFTR F508del cor	RAD52 anneal inh
1	C[C@@H]1CN([C@H](C)CO)C(=O)c2cc(NS(=O)(=O)c3ccc(Cl)cc3)ccc2O[C@@H]1CN(C)S(=O)(=O)c1cccs1	8	2	-11	2	0.0	-0.2	1.2	8
2	COc1ccccc1NC(=S)N1CCN(c2ccccn2)CC1	·	-14	1	·	0.1	-0.4	·	·
3	CCC(=O)N1CC2(C1)[C@H](c1ccc(-c3ccccc3OC)cc1)[C@H](CO)N2C(C)=O	-2	·	-5	2	0.0	0.1	-3.3	-18
4	CC(=O)NCCN1C(=O)S/C(=C\c2cccs2)C1=O	-1	-9	-4	·	0.0	0.0	-2.7	-7
5	COc1ccc(CN2C[C@@H](CO)O[C@@H](n3cnc4c(N5CCN(C)CC5)ncnc43)C2)cc1	11	4	8	-4	0.0	0.0	0.6	-3
6	OCCC1CN(Cc2cc3ccccc3o2)CCN1Cc1ccc(F)cc1 (centres undefined)	-4	0	-2	0	0.1	·	-7.2	-24
7	CN(C)c1ccc(C(=O)Nc2nnc(C3=COCCO3)o2)cc1	-4	5	32	3	0.1	-1.6	-1.1	-6
8	COc1ccc2nc(/N=C/c3cccc(OC)c3O)sc2c1	-2	-7	18	0	0.4	0.0	0.1	-2
9	CN(C)CC(=O)N1[C@H](C#N)[C@@H](c2ccc(-c3ccccc3F)cc2)[C@H]1CO	-6	-30	6	-1	0.1	0.0	0.5	-15
10	CCNC(=O)C[C@H]1CC[C@H]2[C@H](COc3ccc(NC(=O)Nc4c(C)noc4C)cc3C(=O)N2C)O1	10	-3	0	-2	0.1	1.3	0.2	-6
11	CSc1ncc(C(=O)Nc2cccc(Cl)c2)c(C)n1	-6	6	-8	-1	0.3	·	-0.4	-83
12	CCc1cnc(N2[C@H](C#N)[C@@H](c3ccc(C4=CCCCC4)cc3)[C@@H]2CO)s1	-3	-13	-6	4	-0.1	-0.1	1.2	2
13	C=CCn1c(=O)c2ccc(C(=O)NCc3ccccc3)cc2n(Cc2ccc(Cl)cc2)c1=O	-2	·	15	-1	0.1	-0.1	·	-16
14	COc1ccccc1NC(=O)NCc1nc(-c2ccc(C(F)(F)F)cc2)no1	-4	7	-38	-1	0.0	11	0.0	-12
15	COC(=O)c1cc2ccsc2n1Cc1nc(-c2ccc(OC)cc2)oc1C	0	7	1	-1	·	·	2.6	-19
16	CN(C)c1ccc(/C=N/NC(=S)NCc2ccco2)cc1	5	-5	·	-1	0.0	2.2	·	1
17	COc1ccc2c(C)c(CCC(=O)NC3CC3)c(=O)oc2c1C	63*	-7	12	-1	·	·	2.1	-12
18	COc1ccc(C(=O)Oc2ccc(/C=N/Nc3ccc(Cl)c(C(=O)O)c3)cc2OC)cc1	-2	-23	8	17	-0.1	·	-1.7	-18
19	C[C@@H]1CN([C@@H](C)CO)S(=O)(=O)c2ccc(C3=CCCCC3)cc2O[C@@H]1CN(C)C(=O)Cc1cccnc1	1	-2	-13	1	-0.8	0.1	-0.3	4
20	O=C(Cc1ccccn1)N[C@H]1CC[C@H](CCNS(=O)(=O)c2cccc(F)c2)O[C@@H]1CO	2	-4	-4	1	0.3	-0.1	-0.8	-2
21	CS(=O)(=O)N1[C@H](C#N)[C@@H](c2ccc(/C=C/c3ccccc3)cc2)[C@H]1CO	-5	-5	1	1	-0.1	0.6	-1.7	-7
22	Cc1cccc2sc(N3CCN(C(=O)C4COc5ccccc5O4)CC3)nc12 (centres undefined)	12	4	15	0	0.0	·	0.3	-6
23	COC(=O)c1ccc(Cn2c(C)c(C(=O)NCc3ccc(C#N)cc3)sc2=O)o1	-8	-2	-3	0	-0.1	·	-2.5	-3
24	C[C@H](CO)N1C[C@H](C)[C@H](CN(C)C)Oc2ncc(-c3cccc(F)c3)cc2C1=O	3&4	-4&-1	-8	-1&0	1.0	0.7	0.9&2.6	4&8
25	O=C1NC(=O)C(Cc2c[nH]c3ccccc23)N1 (centres undefined)	9	-4	3	0	0.4	·	0.9	-13
26	CC(=O)C1=CCC(c2ccccc2F)N(S(=O)(=O)c2ccc(C)cc2)C1 (centres undefined)	2	-19	5	3	0.2	-0.1	-1.5	-15
27	CCOc1ccc2nc(SCC(=O)NC3CC3)sc2c1	4	3	-12	0	-0.1	1.2	-1.0	-1
28	N#Cc1ccc(C(=O)CSc2n[nH]c(=O)n2-c2cccnc2)cc1	0	1	-9	0	0.4	13	0.9	2
29	COc1ccc(/C(O)=C2/C(=O)C(=O)N(CCCN3CCOCC3)C2c2ccc(Cl)cc2)cc1 (centres undefined)	-6	-4	1	3	0.0	-0.3	5.1	-47
30	COCC(=O)N1[C@@H]2c3ccc(/C=C/c4ccccc4)c(=O)n3C[C@H]1[C@H](CO)[C@H]2C(=O)N1CCCCC1	-9	-16	3	2	0.0	-0.1	3.8	-5
31	CCOC(=O)C1=C(C)C2C3C(=O)N(c4ccccc4C)C(=O)C3C1(C)C1C(=O)N(c3ccccc3C)C(=O)C21 (centres undefined)	?	1	·	-4	0.0	2.9	-2.1	-1
32	CCN1CCN(C(=O)C(C)Sc2nnc3nc(C)cc(C)n23)CC1 (centres undefined)	5	-13	-2	-6	0.0	·	3.4	-12
33	c1ccc2c(CN3CCOCC3)c3ccccc3c(CN3CCOCC3)c2c1	14	-5	-2	1	·	·	0.7	-9
34	c1ccc(CSc2nnc(-c3ccccc3)c(-c3ccccc3)n2)cc1	?	8	·	0	0.3	0.1	-0.2	3
35	CO[C@H]1CN(C)C(=O)c2ccc(NC(=O)C3CC3)cc2OC[C@H](C)N(Cc2cc(F)ccc2F)C[C@@H]1C	-6	-9	-22	2	0.2	-0.3	-0.7	8
36	O=C(CSc1nc2ccccc2o1)N/N=C/c1ccccc1C(=O)O	8	-8	-5	-3	-0.1	7.5	-0.2	-12
37	O=C(COC(=O)/C=C/c1ccc(C(F)(F)F)cc1)NC1CCCC1	1	-3	7	0	0.0	1.7	0.0	-9
38	CN(C(=O)Nc1ccc(F)cc1)[C@H]1C[C@H]2c3[nH]c4ccccc4c3CCN2C(=O)[C@H]1CO	44*	10	·	3	-0.1	·	-0.1	-12
39	CCc1ccc([C@H]2[C@@H]3C(=O)C[C@@H]4C(=O)N(CC)C(=O)[C@@H]4[C@@H]3CN2S(=O)(=O)c2ccc(C)cc2)cc1	1	0	-8	4	0.0	-0.1	-0.3	1
40	COc1ccc(OC)c(CCNC(=O)c2ccc(CS(=O)(=O)c3ccc(Br)cc3)o2)c1	4	2	-23	-1	-0.1	2.3	0.0	-17
41	C[C@H](CO)N1C[C@H](C)[C@@H](CN(C)Cc2ccccc2F)Oc2cc(C#CC3CC3)ccc2S1(=O)=O	6	0	4	0	-0.5	-0.1	5.0	12
42	COc1ccc(OC(=O)c2cc3cc(Cl)ccc3oc2=O)cc1	-4	-6	-17	0	0.1	·	-0.1	4
43	Cn1c(Cn2c(=O)sc3ccccc32)nnc1SCC(=O)Nc1ccc2c(c1)OCO2	-10	-10	7	11	0.2	0.0	-2.6	-9
44	CCn1c(O)c(N=NC(=O)CNC(=O)c2cccnc2)c2ccccc21	-2	-9	·	4	0.2	0.0	-2.8	-8
45	Cc1noc(C)c1S(=O)(=O)Nc1ccc2c(c1)C(=O)N([C@@H](C)CO)C[C@H](C)[C@@H](CN(C)S(=O)(=O)c1ccc(Cl)cc1)O2	9	9	1	2	-1.1	0.7	-2.2	2
46	C[C@@H]1CN([C@@H](C)CO)C(=O)c2cc(NS(=O)(=O)c3cn(C)cn3)ccc2O[C@H]1CN(C)S(=O)(=O)c1ccc(Cl)cc1	-4	-2	8	-2	0.1	-0.1	-3.0	2
47	Cc1nc(N2CCC(C)CC2)c2c(C)c(C(=O)Nc3ccc4c(c3)OCCO4)sc2n1	-7	3	-36	1	0.0	·	1.0	-10
48	CNC(=O)C[C@H]1CC[C@H]2[C@@H](COC[C@H](O)CN2Cc2ccccc2F)O1	-9	-7	16	2	0.4	-0.1	-5.6	6
49	CN(C)CC(=O)Nc1ccc2c(c1)[C@@H]1C[C@@H](CC(=O)N(C)C)O[C@@H](CO)[C@@H]1O2	-6	-1	21	-2	0.2	-0.6	1.5	-5
50	CCN1CCN(C(=O)c2cc3cc([N+](=O)[O-])ccc3oc2=O)CC1	9	·	0	-4	-0.1	-0.6	2.0	-14
51	Cc1noc(C)c1NC(=O)N(C)C[C@@H]1Oc2ccc(N(C)C)cc2CC(=O)N([C@H](C)CO)C[C@H]1C	-9	8	1	-1	-0.2	-0.1	-0.3	10
52	CCN1CCN(C(=O)C(=O)c2c(C)[nH]c3ccccc23)CC1	3	·	6	6	0.0	·	0.1	-11
53	CN(CC(=O)Nc1ccc(F)c(F)c1F)C(=O)C1CCCO1 (centres undefined)	2	1	-3	3	0.4	·	-0.8	2
54	O=C(Oc1ccccc1O)c1cccc2ccccc12	12	2	-22	9	0.0	·	-0.1	-18
55	CC/C(=C\C1CCCCC1)C(NP(=O)(c1ccccc1)c1ccccc1)c1ccccc1 (centres undefined)	-1	-4	72&-11	-2&-3	-0.1	-0.2	-0.5	-17&7
56	CC(C)NC(=O)Nc1ccc2c(c1)C(=O)N([C@@H](C)CO)C[C@@H](C)[C@H](CN(C)C(=O)Nc1cccc3ccccc13)O2	-4	-2	-6	3	-1.0	·	2.1	-4
57	CCCNc1c(NS(=O)(=O)c2ccc(NC(=O)CC)cc2)c(=O)oc2ccccc12	16	·	10	2	0.0	0.0	-0.2	-49
58	Cc1ccc(S(=O)(=O)N(C)C[C@@H]2Oc3ccc(NC(=O)CCC(F)(F)F)cc3C(=O)N([C@@H](C)CO)C[C@H]2C)cc1	2	-1	9	-1	2.5	0.1	-3.3	1

High-throughput results: PubChem, Broad Institute
